# Assay outcomes: PubChem BioAssay, National Center for Advancing Translational Sciences (NCATS)
# USP2a inh: inhibitors of human ubiquitin-specific protease USP2a; AID 927; O75604; USP2a enzymatic assay, qHTS inhibition; 0.1% of 60,000 active; Potency, µM (highest dose often 38.3 µM), for inactives: at the highest dose activity change, negative = inhibition, most hits filed as inhibitors;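 also: potency is read from the fitted curve at half-maximal effect; nearly all actives have a fitted effect of over 60% in size; plate controls were DMSO for no effect and NEM full inhibition control for full effect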
#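 USP2 core (20nM final) preincubated 30 min RT with compound, then Ub-PLA2 20nM and NBD C6-HPC 20uM final added; buffer 20mM Tris-HCl pH 8.0, 2mM CaCl2. Fluorescence Ex 460/Em 535 read at 0 and 2.5 h; normalized to NEM.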
# HEK293 cAMP cs: parental HEK293 cAMP activation (counter-screen); Potency, µM (series often up to 57.1 µM), for inactives: top-dose activation, usual class: activators; 2.5% of 73,000 active; parental HEK293 CNG cAMP sensor, membrane potential fluorescence; also: potency is read from the fitted curve at half-maximal effect; % of control where 0% means no effect; nearly all actives have a fitted effect of over 55% in size
#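 Counterscreen for endogenous-receptor signalling: CNG-channel HEK 293 cells report cAMP rise by membrane depolarization. After 60 min dye equilibration with 100 uM RO 20-1724, compounds incubated 30 min before bottom-read fluorescence at 590 nm.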
# TexasRed autofl: compound fluoresces in the Texas Red spectral region; Compound fluorescence, Texas Red channel, 547/618 nm; hits give high values; max dye-equivalent concentration, M; 0.06% of 59,000 active; AID 587; in the data active = max dye-equivalent concentration above about 10 nM; inconclusive = between about 1.1 nM and that limit
#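 Compound fluorescence was read after 15 min at room temperature in 100 mM Tris, pH 8.0, using 547 nm excitation and 618 nm emission across a concentration series. It was expressed as Texas Red dye-equivalent concentration from an on-plate standard curve.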
# Fluorescein autfl: compound autofluorescence in fluorescein spectral region; max fluorescein-equivalent concentration, M; Compound autofluorescence, 480/540 nm, fluorescein-equivalent; hits give high values; 0.91% of 59,000 active; AID 593; in the data active = max fluorescein-equivalent concentration above about 10 nM; inconclusive = between about 1.1 nM and that limit
#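 Library compounds, added at multiple concentrations to pH 8.0 Tris buffer (100 mM), incubate 15 min at room temperature before CCD imaging at 480 nm excitation and 540 nm emission.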
# Tau fil binding: tau filament binding; recombinant tau filaments, thioflavin S fluorescence, 15 h; filaments grown with octadecylsulfate alongside compound; Potency, µM (series often up to 57.1 µM), inactives show at the top dose activity change, negative = inhibition; 2% of 71,000 active; AID 596;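 also: potency is read from the fitted curve at half-maximal effect; % is scaled to controls: 0 for no effect and ±100 for the full control effect; actives lower thioflavin S fluorescence by blocking filaments or displacing dye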
#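 Assay mix: 1 uM His-tagged tau, 30 uM sodium octadecylsulfate, thioflavine S dye in HEPES/NaCl/DTT buffer. Compound is added prior to the inducer. Fluorescence after 15 h at 37 C.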
# HADH2 inh: inhibitors of human HADH2 dehydrogenase; 3.4% of 73,000 active; AID 886; Potency, µM (titrated, usually from 57.1 µM), inactives show at the highest dose activity change, negative = inhibition, usual class: inhibitors; Q99714; recombinant HADH2, NADH fluorescence, beta-hydroxybutyryl-CoA; also: potency is read from the fitted curve at half-maximal effect; % is scaled to controls: 0 for no effect and ±100 for the full control effect; nearly all actives have a fitted effect of over 60% in size; many of its hits are not listed in these tables
#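 Activity measured as NADH fluorescence gain (360/450 nm), taken as the change between first and last reads of a 4-min kinetic run. Conditions: pH 9.0 Tris buffer, 20 nM E. coli-expressed His-tagged enzyme, 1 mM NAD+, 90 uM beta-hydroxybutyryl-CoA; 15-min compound preincubation.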
# ERK AVP inh: blocks ERK signaling stimulated by vasopressin; HEK293-V1b, vasopressin-stimulated pERK AlphaScreen; Potency, µM (highest dose often 57.5 µM), for the others: at the top dose activity, negative = inhibition, most hits filed as inhibitors; 0.99% of 72,000 active; AID 995; also: potency is read from the fitted curve at half-maximal effect; % is scaled to controls: 0 for no effect and ±100 for the full control effect; nearly all actives have a fitted effect of over 55% in size
#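 V1b-HEK293 cells; cpd 30 min 37C; 25 nM vasopressin 5 min; lyse 10 min; AlphaScreen beads 5 hr RT. Normalized to DMSO basal and 25 nM vasopressin; AC50 by Hill fit.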
# Rhodamine autofl: rhodamine region autofluorescence; Rhodamine-region fluorescence, 547/598 nm, Tris buffer; hits give high values; 0.05% of 59,000 active; max dye-equivalent concentration, M; in the data active = max dye-equivalent concentration above about 11 nM; inconclusive = between about 1.1 nM and that limit
#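 Intensities are converted to rhodamine-equivalent concentration using a six-point rhodamine standard on each plate. Compounds sit 15 min at room temperature in 100 mM Tris buffer, pH 8.0; read uses the 547/598 nm excitation/emission pair.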
# Luciferase inh: inhibitors of firefly luciferase. P08659. purified firefly luciferase, luminescence, 8 min. Potency, µM (top dose mostly 57.1 µM), for the others: top-dose activity change, negative = inhibition, usual class: inhibitors. 2.2% of 72,000 active; also: potency is read from the fitted curve at half-maximal effect; % is scaled to controls: 0 for no effect and ±100 for the full control effect; nearly all actives have a fitted effect of over 40% in size
# Target sequence (P08659 whole entry, looked up): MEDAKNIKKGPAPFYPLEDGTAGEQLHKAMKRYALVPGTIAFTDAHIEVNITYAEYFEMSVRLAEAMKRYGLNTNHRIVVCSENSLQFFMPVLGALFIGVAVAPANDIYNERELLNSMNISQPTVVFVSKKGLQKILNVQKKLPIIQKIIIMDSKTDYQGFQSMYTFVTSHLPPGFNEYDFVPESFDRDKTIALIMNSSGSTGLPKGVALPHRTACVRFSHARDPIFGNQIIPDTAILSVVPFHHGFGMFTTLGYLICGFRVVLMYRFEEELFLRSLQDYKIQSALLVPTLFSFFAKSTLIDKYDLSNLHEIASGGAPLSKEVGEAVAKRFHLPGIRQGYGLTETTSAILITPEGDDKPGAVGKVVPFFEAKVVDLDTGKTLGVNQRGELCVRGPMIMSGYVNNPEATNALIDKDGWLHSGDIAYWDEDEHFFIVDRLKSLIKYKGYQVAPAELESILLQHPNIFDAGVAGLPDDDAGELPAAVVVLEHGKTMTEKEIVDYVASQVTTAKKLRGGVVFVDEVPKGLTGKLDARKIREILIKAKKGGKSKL
#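 Compounds were tested as concentration series (qHTS) against purified P. pyralis luciferase with luciferin and 10 uM ATP in 50 mM imidazole pH 7.2, 50 mM KCl, 7 mM MgCl2, 0.01% Tween 20, 0.05% BSA. Luminescence was read after 8 min at ambient temperature.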
# Caspase-1 inhib: blocks human caspase-1 allosterically or competitively. 0.03% of 75,000 active. Caspase-1 enzyme, Ac-WEHD-AFC fluorogenic rate. AID 900. Potency, µM (doses to about 57.5 µM), for the others: at the highest dose activity change, negative = inhibition, most hits filed as inhibitors;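 also: potency is read from the fitted curve at half-maximal effect; plate controls were vehicle for no effect and no substrate for full effect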
# Caspase-7 inhib: allosteric or competitive inhibitors of human caspase-7; P55210; recombinant caspase-7, Ac-DEVD-AFC fluorescence rate; Potency, µM (titrated, usually from 57.5 µM), without a hit: at the highest dose activity change, negative = inhibition, hits mostly inhibitors; 0.02% of 75,000 active; AID 889; active = well fitted inhibition curve with a large enough effect in the main read-out, with a control signal flat, not every such curve was filed as active; inconclusive = small, poorly fitted or top-dose-only effect, or a change in a side signal; also: potency is read from the fitted curve at half-maximal effect; % of control where 0% means no effect
# Target sequence (P55210 24-198 limits assumed): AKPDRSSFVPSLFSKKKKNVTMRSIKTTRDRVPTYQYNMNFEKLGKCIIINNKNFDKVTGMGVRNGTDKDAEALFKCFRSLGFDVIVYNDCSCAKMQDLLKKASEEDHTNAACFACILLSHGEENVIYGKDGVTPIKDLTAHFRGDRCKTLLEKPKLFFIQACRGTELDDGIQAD
# Target sequence (P55210 207-303 limits assumed): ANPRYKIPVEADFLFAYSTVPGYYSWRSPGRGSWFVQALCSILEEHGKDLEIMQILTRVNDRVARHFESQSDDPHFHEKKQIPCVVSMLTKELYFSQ
# * marks the source's active call; other numbers are inactive results; i = inactive; u = inconclusive; x = not tested or not shown; & = joins results of further samples; [ ] = dose if it differs, or a comment. Unless noted, calls follow the shape of the dose curve; as a rule, active = well fitted curve in the direction sought with a large enough effect; inconclusive = small, poorly fitted or top-dose-only effect, or another doubt; inactive = no such curve, though single readings can be large; an effect the other way counts as inactive or inconclusive.
SMILES,USP2a inh,HEK293 cAMP cs,TexasRed autofl,Fluorescein autfl,Tau fil binding,HADH2 inh,ERK AVP inh,Rhodamine autofl,Luciferase inh,Caspase-1 inhib,Caspase-7 inhib
Nc1sc2c(c1C(=O)NC1CCS(=O)(=O)C1)CCC2 (configuration not stated),2.1%,4.2%,i,u,51.7%,1.58µM*,-1.6%,i,-5.5%,u,-14.5%
CNC(=O)N(C1=NCC(C)S1)c1ccc(F)cc1F (configuration not stated),-12.0%,u,i,i,-2.9%,-0.7%,u,i,-0.5%,-2.0%,-1.6%
Cc1ccc(C2CC(C(F)F)n3ncc(C(=O)Nc4cnn(Cc5ccccc5C)c4)c3N2)cc1 (configuration not stated),7.3%,-4.3%,i,i,48.4%,0.2%,2.4%,i,2.2%,-2.6%,-1.9%
COc1ccc(NC(=O)CC(Cc2ccccc2)C(=O)O)cc1 (configuration not stated),3.4%,1.3%,i,i,-0.5%,-9.8%,1.5%,i,2.1%,0.3%,1.0%
COc1ccc(N(CC(=O)Nc2ccc(S(=O)(=O)N3CCCC3)cc2)S(C)(=O)=O)cc1OC,50.2%[activator],-2.3%,i,i,-3.8%,1.9%,-15.4%,i,-0.8%,-1.4%,-2.2%
O=C(CN(C(=O)C1COc2ccccc2O1)c1ccccc1)NCC1CCCO1 (configuration not stated),7.0%,6.1%,i,u,7.7%,3.7%,-11.7%,i,-0.5%,2.2%,0.9%
O=C(COC(=O)c1cccc(S(=O)(=O)N2CCOCC2)c1)Nc1ccc2c(c1)OCO2,26.1%,-6.5%,u,u,u,6.2%,-2.9%,i,-3.1%,1.3%,-2.7%
O=S(=O)(O)[C@@H](CO)c1ccccc1 (tested in a mixture with another compound),x,1.6%[11.4 µM],i,u,-5.6%[11.4 µM],2.5%[11.4 µM],4.4%[11.5 µM],i,0.1%[11.4 µM],0.0%[11.5 µM],-0.6%[11.5 µM]
Cc1ccc(NC(=O)CC(O)(C(F)(F)F)C(F)(F)F)c(Br)c1,5.9%,-2.3%,i,u,-2.8%,8.5%,2.1%,i,1.5%,-1.6%,0.6%
O=C(CC1C(=O)NCCN1C(=O)Nc1ccccc1)Nc1cccc(C(F)(F)F)c1 (configuration not stated),13.7%,-12.3%,i,i,-12.0%,14.8%,-14.9%,i,1.0%,-0.5%,0.9%
COC(=O)CSC1=C(C#N)C(c2ccc(C)cc2)C2=C(CCCC2=O)N1 (configuration not stated),10.2%,-12.2%,i,u,-3.5%,4.6%,-12.4%,i,3.6%,-8.2%,-6.0%
COC(=O)[C@@]1(Cc2ccc(OC)cc2)[C@H]2c3cc(C(=O)N(C)C)n(Cc4ccc(C)o4)c3C[C@H]2CN1C(=O)c1ccccc1,x,15.8µM*,x,x,0.2%,-2.8%,17.9%,x,x,-0.5%,-4.5%
COc1cc(C)c(C)cc1S(=O)(=O)N1CCCCC1c1cccnc1 (configuration not stated),11.2%,22.0%,i,i,3.9%,9.9%,-15.9%,i,-0.8%,0.7%,0.2%
O=C(Nc1cccc(O)c1)c1ccccc1,-0.5%,0.5%,i,u,3.5%,3.1%,-17.5%,i,-7.8%,-1.0%,0.9%
Cc1cc(C)nc(NS(=O)(=O)c2ccc(N)cc2)n1,11.9%,25.3%,i,u,-9.2%,-6.1%,8.1%,i,-2.9%&3.5%[25.5 µM],2.9%,-1.8%
Cc1ccc(C)c(Cn2nnc3c(=O)[nH]c(C(=O)NCc4ccco4)nc32)c1,-21.4%,24.2%,i,u,-4.6%,-2.3%,-4.3%,i,1.4%,-2.2%,-0.6%
N#CCCn1c(-c2nonc2NC(=O)c2ccccc2Cl)nc2ccccc21,-1.3%,u,i,i,6.7%,u,8.8%,i,0.5%,-0.1%,0.2%
CN1C(=O)c2oc3ccc(Br)cc3c(=O)c2C1c1ccncc1 (configuration not stated),4.2%,u,i,i,-2.5%,-2.0%,15.3%,i,-0.2%,-0.7%,-0.3%
COc1cc2c(cc1OC)C(COc1ccc3c(C)cc(=O)oc3c1)N(C(=O)c1ccco1)CC2 (configuration not stated),52.2%[activator],22.2%,i,i,320.2%,u,7.8%,i,0.5%,1.0%,-1.0%
CS(=O)(=O)Nc1ccc2c(c1)C(=O)OC2,-1.6%,1.8%,i,i,-6.4%,8.4%,-3.2%,i,0.2%,1.5%,-0.2%
COc1cccc(-c2noc(-c3cccs3)n2)c1,5.5%,13.3%,i,i,17.6%,-3.0%,33.2%[activator],i,10µM*,-3.1%,-0.2%
Cc1nc2cccc(C(=O)NC3CCCCC3)c2o1,7.5%,8.8%,i,i,-4.8%,0.7%,9.2%,i,-1.8%,-0.4%,1.6%
CN(C)c1cc(-c2cccc(NS(C)(=O)=O)c2)ncn1,-8.4%,u,i,u,4.5%,0.0%,u,i,-0.5%[2.29 µM],-2.3%,0.5%
COc1cc(-c2nn3c(-c4cccc(C)c4)nnc3s2)cc(OC)c1OC,30.8%[activator],19.4%,i,i,38.8%,u,-16.6%,i,1.4%,-0.9%,-1.4%
CCn1cc(C(=O)NCc2cccs2)c(=O)c2ccc(C)nc21,-0.8%,14.5%,i,i,2.1%,13.2%,32.2%[activator],i,-1.3%,0.4%,0.7%

# The list goes on.
SMILES,USP2a inh,HEK293 cAMP cs,TexasRed autofl,Fluorescein autfl,Tau fil binding,HADH2 inh,ERK AVP inh,Rhodamine autofl,Luciferase inh,Caspase-1 inhib,Caspase-7 inhib
COc1ccc(C2=Nn3c(nnc3-c3ccccc3OC)SC2)cc1OC,25.6%,25.3%,i,u,-7.0%,-8.6%,5.01µM*,i,1.9%,0.2%,-4.0%
COc1ccc(-c2cn3cccnc3n2)cc1NC(=O)CC(C)C,5.9%,15.9%,i,i,7.2%,-23.7%,16.2%,i,-2.4%,-5.6%,-4.1%
CCOC(=O)N1CCN(C(=O)Nc2ccc(Cl)cc2)CC1,5.9%,5.6%,i,i,-11.6%,-2.9%,19.6%,i,-2.1%,0.0%,1.1%
O=C(Oc1ccccc1)c1cccc(COC(=O)c2cnccn2)c1,-7.3%,26.9%,u,i,-15.1%,1.8%,1.2%,i,-1.3%,-1.5%,0.2%
Cc1cccc2cc(CN(Cc3ccccc3)C(=O)N(C)C)c(=O)[nH]c12,7.7%,19.8%,i,u,10.1%,5.2%,-21.9%,i,1.8%,-0.6%,-1.9%
CCOc1ncccc1C(=O)OCc1cn2cc(Cl)ccc2n1,7.7%,-12.4%,u,i,9.1%,10.4%,-26.8%,i,0.0%,-0.4%,-0.8%
CCOc1cc(-c2c(C#N)c(N)nc3c2CCCC3C)ccc1O (configuration not stated),x,u,i,i,8.3%,-27.6%,3.9%,i,-0.2%,-4.8%,-0.4%
COCCCn1c(SCC(N)=O)nnc1-c1ccccc1,-4.4%,8.4%,i,i,1.3%,5.9%,5.3%,i,1.9%,-1.9%,1.5%
O=C1c2oc3ccccc3c(=O)c2C(c2cccc(O)c2)N1c1ccccn1 (configuration not stated),x,3.3%,x,x,u,-11.6%,-11.2%,x,-0.3%,1.0%,-2.0%
Oc1ccc(CN2CCCc3ccccc32)c2cccnc12,51.8%[activator],14.0%,i,i,-8.4%,u,u,i,-1.9%,0.2%,-1.8%
CS(=O)(=O)N1CCCC(C(=O)NCCCN2CCC(Cc3ccccc3)CC2)C1 (configuration not stated),1.5%,1.1%,i,i,-34.1%,-5.1%,10.7%,i,1.5%,1.4%,0.6%
CCOc1ccc(Nc2c3c(nc4ncnn24)CC(C)CC3)cc1 (configuration not stated),6.9%,u,i,i,2.0%,9.8%,4.0%,i,1.8%,0.3%,1.4%
CC(C)Sc1nc(NCc2ccco2)c2c3c(sc2n1)COC(C)(C)C3,-5.2%,4.4%,i,i,-2.4%,0.0%,-6.8%,i,1.8%,1.7%,0.4%

# Record cards (already shown).
# Cc1cccc2cc(CN(Cc3ccccc3)C(=O)N(C)C)c(=O)[nH]c12 in the list: USP2a inh: 7.7%; HEK293 cAMP cs: 19.8%; TexasRed autofl: i; Fluorescein autfl: u; Tau fil binding: 10.1%; HADH2 inh: 5.2%; ERK AVP inh: -21.9%; Rhodamine autofl: i; Luciferase inh: 1.8%; Caspase-1 inhib: -0.6%; Caspase-7 inhib: -1.9%
# COc1ccc(-c2cn3cccnc3n2)cc1NC(=O)CC(C)C in the list: USP2a inh: 5.9%; HEK293 cAMP cs: 15.9%; TexasRed autofl: i; Fluorescein autfl: i; Tau fil binding: 7.2%; HADH2 inh: -23.7%; ERK AVP inh: 16.2%; Rhodamine autofl: i; Luciferase inh: -2.4%; Caspase-1 inhib: -5.6%; Caspase-7 inhib: -4.1%

# Some of the compounds tested; rates above refer to the full screens.
